FBW7 act: FBW7 E3 ligase activators, primary screen, biochemical, AlphaScreen, human; F-box/WD repeat-containing protein 7 (Homo sapiens), Q969H0; AID 1259310, 2017; AlphaScreen FBW7–phospho-cyclin E peptide binding, activator screen; 650,000 compounds, 0.13% hits; normalized activity (activation), % at 26.1 µM; in the data active = normalized activity above about 1.9%;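 note: purified mutant Fbw7 with reduced substrate affinity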
Target sequence (Q969H0 whole entry, looked up): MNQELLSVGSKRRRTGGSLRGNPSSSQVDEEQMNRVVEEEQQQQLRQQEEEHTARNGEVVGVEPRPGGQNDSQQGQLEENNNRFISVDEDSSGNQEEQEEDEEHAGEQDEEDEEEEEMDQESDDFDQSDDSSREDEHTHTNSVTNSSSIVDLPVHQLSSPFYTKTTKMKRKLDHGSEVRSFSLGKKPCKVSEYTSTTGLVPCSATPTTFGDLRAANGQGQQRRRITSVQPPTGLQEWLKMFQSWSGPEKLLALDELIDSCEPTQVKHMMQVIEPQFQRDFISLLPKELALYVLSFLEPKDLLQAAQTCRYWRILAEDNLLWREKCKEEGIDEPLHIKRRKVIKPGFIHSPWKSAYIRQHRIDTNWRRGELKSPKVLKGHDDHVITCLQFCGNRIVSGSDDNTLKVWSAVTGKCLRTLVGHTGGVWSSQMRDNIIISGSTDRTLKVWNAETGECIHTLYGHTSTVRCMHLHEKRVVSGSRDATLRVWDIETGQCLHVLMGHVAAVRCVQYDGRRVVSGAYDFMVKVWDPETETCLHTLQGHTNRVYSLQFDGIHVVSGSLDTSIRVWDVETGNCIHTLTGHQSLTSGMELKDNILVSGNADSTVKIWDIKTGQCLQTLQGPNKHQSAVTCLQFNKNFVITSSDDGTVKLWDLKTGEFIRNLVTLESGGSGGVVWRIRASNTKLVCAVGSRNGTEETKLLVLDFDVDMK
TEAD-YAP block: TEAD-YAP interaction inhibition, primary screen, TEAD-YAP interaction inhibitor project, luminescence, HEK-TIYL cells; AID 1259422, 2018; inhibition, % at 9.12 µM; 640,000 compounds, 1.4% hits; TEAD-Gal4/YAP UAS-luciferase luminescence; in the data active = inhibition above about 32%;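 note: 0% = median of test compound wells and 100% = reference inhibitor wells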
GPR151 ag: activators of human GPR151, primary screen, cell-based, PathHunter beta-arrestin, luminescence. PathHunter beta-arrestin GPR151 cells. activation, % at 11.2 µM. 650,000 compounds, 1% hits. AID 1508602, 2020; in the data active = activation above about 4.9%;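 note: 0% = median of compound wells and 100% = cells with positive control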
Target sequence (Q8TDV0 whole entry, looked up): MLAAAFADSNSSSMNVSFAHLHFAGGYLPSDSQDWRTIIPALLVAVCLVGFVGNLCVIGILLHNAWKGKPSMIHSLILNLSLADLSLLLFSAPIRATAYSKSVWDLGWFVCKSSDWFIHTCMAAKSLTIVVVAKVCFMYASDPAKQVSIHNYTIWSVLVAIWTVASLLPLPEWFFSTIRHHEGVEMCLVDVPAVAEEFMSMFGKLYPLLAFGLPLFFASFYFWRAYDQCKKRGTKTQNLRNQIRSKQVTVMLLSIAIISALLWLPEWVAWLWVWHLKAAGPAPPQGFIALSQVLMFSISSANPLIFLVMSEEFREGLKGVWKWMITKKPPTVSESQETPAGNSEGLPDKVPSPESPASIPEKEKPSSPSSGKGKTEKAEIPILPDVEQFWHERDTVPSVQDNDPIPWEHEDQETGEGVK
MITF primary: MITF inhibitors, primary screen, biochemical, AlphaScreen, human | AlphaScreen MITF homodimerization, bead proximity signal | Microphthalmia-associated transcription factor (Homo sapiens), O75030 | 650,000 compounds, 0.91% hits | AID 1259374, 2018 | inhibition, % at 2.6 µM; in the data active = inhibition above about 50%;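 note: 0% = vehicle wells with protein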
Starred values were filed as active, the others as inactive.

SMILES	FBW7 act	TEAD-YAP block	GPR151 ag	MITF primary
COc1ccc(NC(=O)COc2ccc(S(=O)(=O)Nc3ccc(C)cc3)cc2)cc1	-0.6	-6	-1.3	5
CC(=NC1CCCCC1)c1c(C)[nH]n(-c2ccc([N+](=O)[O-])cc2)c1=O	0.6	-2	-1.1	-1
Oc1c(C(c2ccc(F)cc2)N2CCOCC2)sc2ncnn12 (configuration not stated)	0.1	-4	-2.2	12
CC1CCN(c2ccc3nnc(CCC(=O)O)n3n2)CC1	0.7	1	1.9	5
CN(C)c1c([N+](=O)[O-])ncn1C	-0.2	-14	0.0	-2
O=C1CC(c2noc(-c3ccco3)n2)CN1c1cccc(F)c1 (configuration not stated)	0.3	1	0.1	5
C[C@H](NC(=O)c1ccco1)C(=O)NNC(=O)c1ccc(F)cc1	0.0	4	-0.7	-88
COC(=O)c1cc(Nc2nc(-c3cc(OC)c(OC)c(OC)c3)nc3ccccc23)cc(C(=O)OC)c1	0.7	-10	1.0	12
Cc1ccc(NCC(=O)N/N=C/c2cccc3ccccc23)cc1	-0.1	5	-0.4	4
CCOC(=O)c1cnc2c(C)cc(C)cc2c1Nc1cccc(C(=O)O)c1	-0.3	-1	0.0	-7
N#Cc1ccc(/C=N/NC(=O)c2ccccc2Cl)cc1	0.1	2	1.7	-2
COc1cc(C(=O)O)cc(Cl)c1OCC(C)C	0.1	0	0.1	2
O=c1nc(N/N=C/c2ccc(Br)cc2)cn[nH]1	0.1	18	-3.0	1
CCn1cc(Br)c(C(=O)Nc2cccc(F)c2)n1	-0.1	-22	-0.7	7
O=C(CSc1nnc(C2CC2)n1Cc1ccccc1)NCc1ccccc1	0.4	-6	-0.9	6
COC(=O)c1ccc(NC(=O)CSC(N)=O)cc1	0.5	10	0.3	15
O=c1c(Cl)c(NC2CCCC2)cnn1C12CC3CC(CC(C3)C1)C2	0.1	8	-0.8	5
Cc1ccc(-c2ncn(-c3ccc(Nc4nccc(-c5cc(C#N)cc(N(C)C)c5)n4)cc3)n2)cn1	0.2	-12	-0.4	14
CS(=O)(=O)Nc1cccc(-c2cnc3c(NCc4cccnc4)nccn23)c1	0.1	-8	0.6	18
CCCCC(CO)NC(=O)C(=O)NC(CO)CCCC (configuration not stated)	-0.1	4	-0.3	-21
CCOC(=O)CN1C(=O)/C(=C\c2cccc(Cl)c2)Oc2ccccc21	0.3	5	-0.3	3
c1ccc(CNc2nc(Nc3ccccn3)nc3nc[nH]c23)cc1	0.0	10	2.1	-1
c1csc(-c2n[nH]c3c2CNCC3)c1	-0.2	8	0.7	-9
CCn1c(SCC(=O)NNC(=O)c2ccccc2)nnc1-c1ccccc1	0.4	2	-0.6	13
O=C(Nc1c(-c2ccccc2)nc2ccccn12)c1cccc([N+](=O)[O-])c1	-0.1	3	0.8	-1

Six compounds picked at random from those above, as already listed:
SMILES	FBW7 act	TEAD-YAP block	GPR151 ag	MITF primary
CS(=O)(=O)Nc1cccc(-c2cnc3c(NCc4cccnc4)nccn23)c1	0.1	-8	0.6	18
CCOC(=O)CN1C(=O)/C(=C\c2cccc(Cl)c2)Oc2ccccc21	0.3	5	-0.3	3
CCOC(=O)c1cnc2c(C)cc(C)cc2c1Nc1cccc(C(=O)O)c1	-0.3	-1	0.0	-7
Oc1c(C(c2ccc(F)cc2)N2CCOCC2)sc2ncnn12 (configuration not stated)	0.1	-4	-2.2	12
CCn1cc(Br)c(C(=O)Nc2cccc(F)c2)n1	-0.1	-22	-0.7	7
CN(C)c1c([N+](=O)[O-])ncn1C	-0.2	-14	0.0	-2

The main list resumes, repeating the 2 entries before the break.
SMILES	FBW7 act	TEAD-YAP block	GPR151 ag	MITF primary
CCn1c(SCC(=O)NNC(=O)c2ccccc2)nnc1-c1ccccc1	0.4	2	-0.6	13
O=C(Nc1c(-c2ccccc2)nc2ccccn12)c1cccc([N+](=O)[O-])c1	-0.1	3	0.8	-1
CCOc1ccc(Oc2cc(NC(=O)Cn3c4ccccc4c(=O)c4cc(C)ccc43)cc([N+](=O)[O-])c2)cc1	0.1	-7	0.7	1
Cc1nc(Cl)c(C(=O)NC(=O)Nc2ccccc2C(F)(F)F)c(C)c1[N+](=O)[O-]	0.0	0	-0.4	10
O=[N+]([O-])c1ccc2nn(Cc3ccccc3)cc2c1	0.2	6	-0.5	23
CCOC(=O)c1c(NC(=O)C(C)Sc2nnc(CNC(=O)c3ccc(OC)c(OC)c3)n2-c2cccc(C)c2)sc2c1CCCC2 (configuration not stated)	-0.1	5	2.9	11
COc1nonc1NC(=O)C(F)(OC)C(F)(F)F (configuration not stated)	0.5	11	-0.1	15
COc1ccc(Br)cc1S(=O)(=O)Nc1ccccc1C	0.3	-6	-0.9	-10
COc1ccc(/C=C2/NC(=O)N(Cc3ccccc3F)C2=O)cc1OC	0.0	5	0.6	12
CCOC(=O)CSc1nnc(CNS(=O)(=O)c2ccc(C)cc2)n1CC	0.0	-2	1.3	18
CCn1c(SCC(=O)c2ccccc2)nc2c(c1=O)SCC2	-0.1	11	-0.3	11
Cc1ccc2c(CN3CCC(C)CC3)cc(=O)oc2c1	-0.1	-65	0.7	7
CC(=O)c1cc(CN2C(=O)CCC2=O)c(CN2C(=O)CCC2=O)s1	0.3	6	0.2	25
Cn1c(=O)n(C)c2cc(NC(=O)Cn3c(=O)n(C)c4ncccc43)ccc21	-0.3	-2	1.1	-6
Cc1ccc(OCCNCC(C)O)c(I)c1 (configuration not stated)	0.2	11	-2.1	22
CCN1C(=O)N/C(=C/c2ccc(OCC(=O)O)cc2)C1=O	0.0	2	0.0	0
O=C(OCc1nccnc1C(=O)Nc1ccc(F)cc1F)c1ccccc1	0.0	-6	-3.0	-8
O=C(Nc1ccc(I)cn1)NC1CCCCC1	-0.1	-48	1.3	5
CSc1cccc(NC(=O)c2cc(S(=O)(=O)N3CCc4ccccc43)cn2C)c1	-0.1	4	0.0	11
CCN1CCN(c2ncc(C(=O)Nc3ccc(F)c(Cl)c3)c3ccccc23)CC1	-0.2	-2	1.6	10
CC(C)Cc1nnc(NS(C)(=O)=O)s1	-0.3	1	-0.1	-11
OCC1CCCN1c1nc(NCCOc2ccccc2)c2[nH]cnc2n1 (configuration not stated)	0.7	-12	-0.9	14
O=C(Cn1cnc2ccccc21)N/N=C/c1ccc(Cl)c(Cl)c1	0.0	2	1.1	19
Cc1ccc(NC(=O)CSc2nnc(-c3cccnc3)n2-c2ccccc2)cc1N	0.0	11	0.7	1
O=S(=O)(NCC(c1ccco1)N1CCN(c2ccc(F)cc2)CC1)c1ccc(F)cc1 (configuration not stated)	-0.1	-11	1.0	2
COc1ccc(CNc2ncc(-c3ccc4c(c3)OCO4)n2C)c(OC)c1	-0.3	6	1.3	23
CCOc1ccc(S(=O)(=O)Nc2ccc(C(=O)OC)cc2)c2cccnc12	-0.2	-19	-0.9	-10

Complete entries from above. Order of values: FBW7 act	TEAD-YAP block	GPR151 ag	MITF primary
COc1ccc(/C=C2/NC(=O)N(Cc3ccccc3F)C2=O)cc1OC is entered as 0.0	5	0.6	12
O=S(=O)(NCC(c1ccco1)N1CCN(c2ccc(F)cc2)CC1)c1ccc(F)cc1 (configuration not stated) is entered as -0.1	-11	1.0	2
O=C(Nc1ccc(I)cn1)NC1CCCCC1 is entered as -0.1	-48	1.3	5
Cn1c(=O)n(C)c2cc(NC(=O)Cn3c(=O)n(C)c4ncccc43)ccc21 is entered as -0.3	-2	1.1	-6

(next part)
SMILES	FBW7 act	TEAD-YAP block	GPR151 ag	MITF primary
CCCOC(=O)c1ccc(NC(=O)COc2ccc(C(C)C)cc2)cc1	0.1	3	-0.3	-22
COc1ccc(S(=O)(=O)Nc2ccc(F)c(F)c2)cc1Br	0.5	6	0.6	11
CCOC(=O)c1ccc(N2CCN(c3cccc(Cl)c3)CC2)c(NC(=O)Nc2ccccc2)c1	0.4	-12	-0.9	2
O=C1CCCC2=C1C(c1ccco1)N(C(=O)c1ccccc1)c1ccccc1N2 (configuration not stated)	0.0	6	-0.6	12
CCOC(=O)C1=C(C)NC(C)=C(C(=O)OCC)C1c1ccc(OC(=O)c2oc3ccccc3c2C)c(OC)c1	0.0	-8	-2.0	1
CCN1CCOC(CC(=O)Nc2cc(Cl)cc(Cl)c2)C1=O (configuration not stated)	0.2	0	0.8	18
O=C(Cc1cn(-c2ccc(Nc3cnccn3)nn2)c2ccccc12)NCc1cccnc1	0.0	-4	-0.4	7
COC(=O)c1c(OC2CCCC2)cc(=O)n2c1CCN(C(=O)c1cnsn1)CC2	0.0	-3	-0.1	6
NC(=O)C1(N2CCCCC2)CCN(C2CC(=O)N(c3cccc(F)c3)C2=O)CC1 (configuration not stated)	0.4	12	-1.6	19
CCOC(=O)C1=NNC2C(=O)N(c3cc(Cl)ccc3OC)C(=O)C12 (configuration not stated)	-0.1	-6	0.9	-7
O=C(OCc1cc([N+](=O)[O-])cc2c1OCOC2)c1ccc(S(=O)(=O)N2CCCC2)cc1	0.1	9	0.8	-2
CCCN(CCC)C(=O)c1sc2nc(-c3cccc([N+](=O)[O-])c3)cn2c1C	0.0	2	0.1	13
O=C(NCCCc1ccccc1)C1CC12CCN(Cc1cccc3nccnc13)CC2 (configuration not stated)	0.0	10	0.0	7
COc1ccc(Cn2c(=S)[nH]c3cc4ccccc4cc3c2=O)cc1	0.1	-17	-1.4	5
COc1ccc(-c2cnnc(N3CCN(c4ncnc5ccccc45)CC3)n2)cc1	0.1	10	-0.2	9
COC(=O)C1CCCCN1Cc1nc(N)c2cc(C)ccc2n1 (configuration not stated)	0.0	-1	0.4	19
CC(C)(C)OC(=O)CNS(=O)(=O)c1cccc([N+](=O)[O-])c1	0.1	4	-0.6	11
CN(C)C(=O)CSc1nc2ccccc2c(=O)n1-c1ccccc1	0.0	14	3.6	0
O=C(O)CCC(=O)n1ncc2ccc(Cl)cc21	0.0	-5	0.5	13
CC(C)n1c(-c2cccs2)nc2c(NCCCN3CCCC3=O)ncnc21	0.2	3	0.7	35
CC(=O)c1cccc(NS(=O)(=O)c2cccs2)c1	0.0	4	0.5	-5
CCC(C)NC(=O)C1CCN(S(=O)(=O)c2cc([N+](=O)[O-])ccc2Cl)CC1 (configuration not stated)	0.0	-6	-1.5	5
NNC(=O)CN1C(=O)C2CC=C(Cl)CC2C1=O (configuration not stated)	0.3	3	1.1	10
Cn1cccc1Cc1nnc(SCC(=O)N2CCCc3ccccc32)n1C	0.5	-2	2.2	18
CC1CCc2c(sc(NC(=O)CN3CC(C)OC(C)C3)c2C#N)C1 (configuration not stated)	-0.1	24	3.5	2

The results go on.
SMILES	FBW7 act	TEAD-YAP block	GPR151 ag	MITF primary
COc1ccc(F)cc1S(=O)(=O)NCCc1csc(-c2ccc(F)cc2)n1	1.0	9	-1.7	6
C=CCNC(=O)[C@H]1C=CCN1C(=O)c1ccc(F)cc1	0.1	-3	0.0	16
O=C(NC1CCCCC1)c1cc(-c2ccncc2)nc2ccccc12	0.0	-6	-0.1	-3
COc1ccc(/C=C(\NC(=O)c2ccc(C)cc2)C(=O)NCc2ccncc2)cc1	0.0	-22	-0.2	2
CC(C)CSc1nc(O)cc(=O)[nH]1	-0.1	0	-1.0	-4
CCC(C)NC(=O)c1cn(CC)c2ccc(S(=O)(=O)N3CCCCC3)cc2c1=O (configuration not stated)	0.0	6	1.2	-3
CCOc1ccccc1CN1CCN(Cc2ccc(OC)c(C)c2)CC1CCO (configuration not stated)	0.1	2	-1.3	-19
COc1ccc(-c2noc(CCC(=O)N3CCN(c4cccc(Cl)c4)CC3)n2)cc1	0.0	-1	-0.5	9
CNc1cc(-c2cnn(C)c2)nc(Nc2ccc(-n3nc(C)nc3C)cc2)n1	0.1	18	-1.9	10
Cc1ccc(/C=C/C(=O)Nc2nc3ccccc3[nH]2)cc1	0.2	-65	2.5	8
COC(=O)c1sc2nc(CN(C)C(C)c3cccs3)ccc2c1NC(=O)C1CC1 (configuration not stated)	0.2	-32	0.1	-7
CCN(CC)CCCNCC(=O)Nc1ccc(C)c(Br)c1	0.5	-9	-1.0	11
CCC(C)NC(=O)CC(NS(=O)(=O)c1ccc(OC)cc1)c1ccc(OC)cc1 (configuration not stated)	-0.1	5	-1.1	1
O=C(CCN1CCCCCC1)Nc1ccc(F)cc1	0.0	-3	-0.4	6
CSc1ccccc1NC(=O)CSc1nncn1C	0.1	-3	-0.4	-10
Cn1ccnc1C1CCCCN1C(=O)CN1Cc2ccccc2OC(c2ccccc2F)C1 (configuration not stated)	-0.1	-3	0.2	10
CCCN1C(=O)S/C(=C\c2cc(OC)c(O)cc2Br)C1=O	0.3	4	0.0	15
O=C(O)C1CCN(C(=O)CSc2ncnc3sc4c(c23)CCCC4)CC1	0.0	-2	1.8	-6
Nn1cnnc1N/N=C/c1cc([N+](=O)[O-])ccc1Cl	-0.4	-1	-2.2	21
O=C(COc1ccc(N2CCCC2)nn1)NCCC1COc2ccccc2O1 (configuration not stated)	-0.1	10	-1.3	4
Cc1nnc(SCC(=O)NC(C)(C)C)n1Cc1ccccc1	0.0	4	1.1	-1
Cc1nc(-c2ccccc2)nc(N/N=C/c2ccco2)c1C	0.1	5	-0.8	12
COC(=O)c1cc(NS(=O)(=O)c2cccc3cccnc23)cc(C(=O)OC)c1	-0.1	11	2.4	6
O=C1CCCN1CCCNc1nc(N2CCc3ccccc3C2)nc2c1ncn2-c1ccsc1	-0.2	25	-1.6	-11
CC(C)(C)C1CCc2c(sc(NC(=O)c3ccc(Cl)cc3)c2C(=O)N2CCCC2)C1 (configuration not stated)	0.8	7	-1.3	3

Source: PubChem BioAssay
